Assay outcomes as filed in PubChem.
PTHR1 ag: PTHR1 (human) receptor agonism | hit rate 0.075% among 410,000 | AID 743266 | HEK293 GP2 PTHR1 cells, GloSensor cAMP luminescence, 1 h | Potency, µM (series often up to 115 µM), for the others: top-dose activation, most hits filed as activators | Q03431; note: nearly all actives have a fitted effect of over 55% in size; some results filed as inactive show a strong effect at the top dose; inactives centre near -15; many of its hits are not listed in these tables
Target sequence (Q03431 whole entry, looked up): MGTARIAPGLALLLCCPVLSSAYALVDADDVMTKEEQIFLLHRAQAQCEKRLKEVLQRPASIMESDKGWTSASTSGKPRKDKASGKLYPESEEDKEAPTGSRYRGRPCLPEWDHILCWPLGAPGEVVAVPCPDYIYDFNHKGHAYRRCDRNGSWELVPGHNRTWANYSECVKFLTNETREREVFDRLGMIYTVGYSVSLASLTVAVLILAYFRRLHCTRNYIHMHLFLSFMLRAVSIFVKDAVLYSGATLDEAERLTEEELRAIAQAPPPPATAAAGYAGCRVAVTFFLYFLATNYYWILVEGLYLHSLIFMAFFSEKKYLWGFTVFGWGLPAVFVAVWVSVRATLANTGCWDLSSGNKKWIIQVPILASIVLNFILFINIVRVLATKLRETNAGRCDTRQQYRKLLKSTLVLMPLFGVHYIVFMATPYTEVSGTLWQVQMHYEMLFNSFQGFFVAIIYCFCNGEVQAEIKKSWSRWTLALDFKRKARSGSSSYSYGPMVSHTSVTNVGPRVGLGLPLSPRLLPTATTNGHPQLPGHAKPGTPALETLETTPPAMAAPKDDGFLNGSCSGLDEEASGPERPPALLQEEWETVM
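HEK-293-derived GP2 cells expressing PTHR1 and a GloSensor cAMP reporter, 3,000/well, plated overnight, given luciferin plus IBMX (each 0.5 mM as added) for 1 h at 37 °C, then compound for 1 h at 37 °C. Luminescence was read after 15 min at room temperature.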
EPAC1 antag: blocks human EPAC1 exchange factor; EPAC1 GEF assay, Rap1b-BODIPY-GDP exchange fluorescence; hit rate 0.14% among 360,000; AID 720709; Potency, µM (highest dose often 115 µM), without a hit: top-dose activity change, negative = inhibition, usual class: inhibitors; O95398;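 note: plate controls were vehicle for no effect and positive control for full effect; nearly all actives have a fitted effect of over 50% in size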
FUS yeast rescue: rescues growth of FUS-expressing yeast; S. cerevisiae FUS-expressing, growth rescue, OD600, 24 h; Potency, µM (doses to about 76.6 µM), inactives show at the top dose growth rescue (activation), usual class: activators; hit rate 0.24% among 390,000;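 note: plate controls were DMSO vehicle for no effect and reference control for full effect; nearly all actives have a fitted effect of over 55% in size; some results filed as inactive show a strong effect at the top dose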
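Quantitative HTS measuring growth restoration of FUS-toxic yeast. Galactose-induced cells (OD 0.005) were exposed 24hr at 30C to compounds at several concentrations, then absorbance at 600 nm was recorded.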
TDP-43 yeast inh: inhibitors of TDP-43 toxicity in yeast; TDP-43 expressing yeast growth rescue, BacTiter-Glo, 24 h; hit rate 1.8% among 410,000; Potency, µM (highest dose often 46.1 µM), inactives show top-dose growth rescue (activation), actives largely listed as activators; note: % of control where 0% means no effect; nearly all actives have a fitted effect of over 50% in size
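Luminescence from BacTiter-Glo reports growth of TDP-43-expressing yeast after 24 hr at 30 deg C with compound. Cells were raffinose-pregrown to mid-log, then seeded in galactose medium at OD600=0.02.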
EPAC1 ag: EPAC1 (human) agonism. O95398. EPAC1 agonist qHTS, biochemical assay; response scale: 100% = response to 6.5 mM cAMP. Potency, µM (top dose mostly 154 µM), without a hit: at the highest dose activation, most hits filed as activators. hit rate 0.073% among 360,000. AID 720707; note: nearly all actives have a fitted effect of over 60% in size
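EPAC1 100 nM, Rap1B–BODIPY-GDP 250 nM, unlabeled GDP 50 uM; compound titration; 5 min RT; kinetic read ex480/em540 at 5-min intervals ×30 min; data normalized to 6.5 mM cAMP agonist control.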
EPAC2 ag: EPAC2 (human) agonism; hit rate 0.079% among 360,000; EPAC2 activation, biochemical qHTS; response scale: 100% = 6.5 mM cAMP response; Potency, µM (doses to about 154 µM), for the others: at the top dose activation, hits mostly activators; AID 720711; Q8WZA2; note: nearly all actives have a fitted effect of over 50% in size
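EPAC2 (100 nM) mixed with Rap1B loaded with BODIPY-GDP (250 nM) plus 50 uM unlabeled GDP; compounds pinned in, 5 min RT, then read every 5 min for 30 min (ex 480, em 540 nm). Normalized to cAMP control.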
aSyn yeast inh: inhibitors of alpha-synuclein toxicity in yeast. AID 652106. Yeast expressing alpha-synuclein, growth rescue, BacTiter-Glo, 24 h. Potency, µM (titrated, usually from 46.1 µM), for the others: at the highest dose growth rescue (activation), most hits filed as activators. hit rate 0.14% among 370,000; note: % of control where 0% means no effect; nearly all actives have a fitted effect of over 65% in size
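Readout is rescue of growth in alpha-synuclein-expressing yeast, so inhibitors of toxicity appear as activators. Growth after 24 hr at 30 deg C in galactose medium is quantified by luminescence.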
EPAC2 antagonist: blocks human EPAC2 exchange factor; EPAC2 GEF exchange of Rap1B-BODIPY-GDP, fluorescence; Q8WZA2; hit rate 0.18% among 360,000; Potency, µM (highest dose often 114 µM), inactives show at the top dose activity, negative = inhibition, hits mostly inhibitors; note: % is set by controls: 0 for no effect and ±100 for the full control effect; nearly all actives have a fitted effect of over 45% in size; many of its hits are not listed in these tables
An asterisk follows results filed as active; i = inactive; ? = inconclusive; . = not tested or not shown; & = joins results of further samples; [ ] = another dose, or the depositor's remark. Calls come from the whole dose curve; as a rule, active = well fitted curve in the direction sought with a large enough effect; inconclusive = small, poorly fitted or top-dose-only effect, or another doubt; inactive = no such curve, though single readings can be large; an effect the other way counts as inactive or inconclusive. Potency is the fitted concentration of half-maximal effect. Not all compounds are listed (hit frequency here may not be typical).

SMILES | PTHR1 ag | EPAC1 antag | FUS yeast rescue | TDP-43 yeast inh | EPAC1 ag | EPAC2 ag | aSyn yeast inh | EPAC2 antagonist
COc1cc(OC)c(NC(=O)C2CC(=O)N(c3ccc4c(c3)OCCO4)C2)cc1Cl (centres undefined) | -7% | -23% | -7% | 18% | -6% | -6% | 2% | -5%
CSCC[C@H](NC(=O)OC(C)(C)C)c1nnc(SCC(=O)N(C)C)o1 | 0%[57.5 µM] | 3% | -18% | 9% | 7% | -1% | 2% | -1%
Cn1c(NC(=O)c2ccccc2)c(-c2cccs2)c(=O)c2ccccc21 | -19%[57.5 µM] | -5% | 14% | -6% | 8% | -1% | 2% | 0%
Cn1c(CC(=O)Nc2cccc(Cl)c2Cl)nnc1SCC(=O)NC1=NCCS1 | -27% | -18% | -5% | 13% | -3% | 2% | -9% | -1%
N=c1oc2ccc3ccccc3c2cc1-c1nnc2n1CCCCC2 | -3%[57.5 µM] | 9% | 7% | -13% | -7% | 0% | 7% | 11%
Cc1ccc(/C=C(/C#N)c2nc(CCN3C(=O)c4ccccc4C3=O)cs2)cc1 | -23% | -9% | -19% | 8% | 0% | 12% | . | 3%
COc1cc(/C=C/C(=O)N2CCOCC2)ccc1OCc1ccccc1 | -24% | -1% | 18% | ? | 6% | -2% | 2% | -6%
CCc1ccc([C@@H]2CC=C(C(=O)O)[C@H](c3ccc(Br)cc3)N2S(=O)(=O)c2ccc(C)cc2)cc1 | -10% | 1% | -12% | 16% | -13% | -10% | 0% | ?
O=C(CSc1nnc(-c2ccccc2)n1Cc1ccccc1)NC1CC1 | i | 3% | 3% | -13% | -2% | 5% | 3% | 5%
COc1ccc(C2(O)CC3CCC(C2)N3c2cc(C)nc(-c3ccccc3)n2)cc1 (centres undefined) | i | -3% | 22% | -24% | 30% | 23% | 1% | -4%
COc1ccc(S(=O)(=O)N2CCOC2CNC(=O)C(=O)NCc2ccc(F)cc2)cc1 (centres undefined) | i | -14% | . | 10% | 1% | -5% | 1% | -16%
COC(=O)c1c(-c2c(Cl)cccc2Cl)noc1NC(=O)NN1CCOCC1 | i | 7% | 3% | 1% | 0% | 7% | 4% | -7%
Cc1ccc(C(=O)NNC(=O)c2nn(-c3ccc(F)cc3)ccc2=O)cc1 | -12% | 11% | -6% | -2% | 0% | -2% | 3% | 4%
O=C(NC(=S)N1CCN(c2ccc(Cl)cc2[N+](=O)[O-])CC1)c1ccco1 | -1% | -8% | 25% | 13µM* | 2% | 18% | -1% | 0%
CCCCN(CCCC)C(=O)/C=C/c1cccc([N+](=O)[O-])c1 | -20% | -5% | 15% | ? | 10% | 13% | 5% | -1%
CC(Sc1n[nH]c(N)n1)C(=O)Nc1ccccc1-c1ccccc1 (centres undefined) | i | 0% | -6% | -4% | -9% | 6% | 5% | 2%
CCOc1cccc(CN2CCCC(C(=O)c3cccc(C(F)(F)F)c3)C2)c1O (centres undefined) | -35% | 0% | 35% | -4% | 15% | -2% | 5% | 5%
Nc1ccn(CC(=O)NCc2ccccn2)c(=O)n1 | -20% | 5% | -13% | ? | -8% | 1% | -5% | 2%
CCOC(=O)N1CCC(N2C(=O)c3ccccc3C2Nc2ccc(S(=O)(=O)N3CCOCC3)cc2)CC1 (centres undefined) | i | 12% | 13% | -19% | 0% | 2% | 4% | 12%
COc1cc(CNCc2cccc3ccccc23)cc(OC)c1 | i | 7% | 2% | -3% | -14% | 8% | -1% | 2%
COc1ccc(C(=O)NCCS(=O)(=O)N2CCC3(CC2)OCCO3)cc1 | i | -6% | . | 6% | -3% | -3% | -6% | 11%
O=C(O)c1cccc(-n2cccc2/C=C2\SC(=O)N(Cc3ccccc3F)C2=O)c1 | -8% | 3% | ? | -5% | -3% | 4% | 1% | 8%
CCOc1ccc(/C(O)=C2/C(=O)C(=O)N(c3nc(C)c(C)s3)C2c2ccco2)cc1 (centres undefined) | i | 17% | 41% | 6% | 0% | 0% | -21% | 0%[57.1 µM]
Cc1cc([N+](=O)[O-])cc2c1-c1ncccc1C2=Nc1ccccc1 | -15% | 29% | 11% | -3% | -2% | 3% | 0% | 14%
O=C1CSC(c2ccc(F)cc2)N1c1nc2ccccc2s1 (centres undefined) | i | 11% | 9% | -16% | 4% | 7% | 1% | -8%

One compound at a time, as listed above. Screens in order: PTHR1 ag, EPAC1 antag, FUS yeast rescue, TDP-43 yeast inh, EPAC1 ag, EPAC2 ag, aSyn yeast inh, EPAC2 antagonist
`O=C(CSc1nnc(-c2ccccc2)n1Cc1ccccc1)NC1CC1` in the list: i, 3%, 3%, -13%, -2%, 5%, 3%, 5%
`Nc1ccn(CC(=O)NCc2ccccn2)c(=O)n1` in the list: -20%, 5%, -13%, ?, -8%, 1%, -5%, 2%
`CCOc1cccc(CN2CCCC(C(=O)c3cccc(C(F)(F)F)c3)C2)c1O` (centres undefined) in the list: -35%, 0%, 35%, -4%, 15%, -2%, 5%, 5%
`COC(=O)c1c(-c2c(Cl)cccc2Cl)noc1NC(=O)NN1CCOCC1` in the list: i, 7%, 3%, 1%, 0%, 7%, 4%, -7%
`CCc1ccc([C@@H]2CC=C(C(=O)O)[C@H](c3ccc(Br)cc3)N2S(=O)(=O)c2ccc(C)cc2)cc1` in the list: -10%, 1%, -12%, 16%, -13%, -10%, 0%, ?

(more compounds)
SMILES | PTHR1 ag | EPAC1 antag | FUS yeast rescue | TDP-43 yeast inh | EPAC1 ag | EPAC2 ag | aSyn yeast inh | EPAC2 antagonist
CCCCn1c2c(c(=N)c3c1CCC3)CCC2 | -9%[57.5 µM] | -2% | 0% | -9% | 3% | 3% | -9% | 12%
Cc1ccc(S(=O)(=O)CCC(=O)OC(C)C(=O)N2CCc3ccccc32)cc1 (centres undefined) | i | -13% | 4% | 20% | 1% | 15% | 2% | -1%
CCC(=O)N1CCc2cc(Br)cc(S(=O)(=O)NCC3CCCO3)c21 (centres undefined) | -2% | 6% | 24% | 0% | -3% | -1% | 1% | 4%
CCNC(=O)C1CCCN(C(=O)c2cc(OC)c(OC)c(OC)c2)CC1 (centres undefined) | 6% | -24% | -24% | 17% | -2% | 2% | 0% | -6%
Cc1ccccc1CNC(=O)c1csc([C@@H]2O[C@H](CO)[C@@H](O)[C@H]2O)n1 | i | 5% | -14% | 16% | 3% | 10% | -2% | 0%
CCc1ccccc1NC(=O)CN(C)C(=O)c1cccc(S(=O)(=O)N2CCCCCC2)c1 | -30% | -1% | 29% | 4% | -9% | 3% | -4% | -5%
FC(F)(F)c1cc(Oc2ccccc2Cl)nc(-c2ccccn2)n1 | -16% | 1% | 19% | 0% | 4% | 5% | 0% | 3%
Cc1[nH]n(-c2ccccc2)c(=S)c1C=Nc1ccc([N+](=O)[O-])cc1 | -1% | 2% | 7% | 1% | 1% | 7% | -19% | 8%
O=C(CSc1nnc(-c2ccc(F)cc2)c2ccccc12)Nc1cccc(Cl)c1 | -1% | 5% | 2% | 0% | 10% | 3% | 9% | -1%
CN(C)CCNc1oc(-c2cccc(Cl)c2)nc1C#N | -16%[57.5 µM] | 6% | 19% | 3% | 5% | -2% | 0% | 0%
CCNC(=O)C1(C)CCCN(C(=O)c2ccnc(Cl)c2)C1 (centres undefined) | -24% | -29% | -26% | -2% | 4% | -6% | -9% | -9%
CCCCC[C@H](O)/C=C/[C@@H]1[C@@H](CCCCCCC(=O)O)[C@@H](O)C[C@H]1O | i | 2% | 12% | 6% | -4% | -2% | -7% | 9%
O=C(CNS(=O)(=O)c1ccc(Br)s1)NCCc1ccc(Cl)cc1 | -7% | 17% | 14% | -12% | -1% | -1% | -10% | 12%
COc1ccc(CCN/C=C2/CC(=O)NC2=O)cc1OC | -7% | 7% | -6% | 6% | 2% | 0% | -1% | 3%
CCC(CC)C(C(=O)NCc1ccccc1)N1CCN(c2cccc(C)c2C)CC1 (centres undefined) | -16% | 3% | -9% | 23% | -2% | 6% | -10% | 1%
COc1ccc(CCCc2nnc(SCC(=O)Nc3cccc(C)c3)o2)cc1 | -37%[inhibitor] | -3% | 43%&3% | 15%&7% | 17% | 11% | 25% | -8%
CC(C)CN(CC(C)C)S(=O)(=O)N1CCC(C(=O)NCc2ccco2)CC1 | -8% | -11% | 0% | 1% | -4% | -6% | 0% | 6%
CCOC(=O)C1CCN(S(=O)(=O)c2ccc(-c3ccccn3)s2)CC1 | -18% | -7% | -12% | 12% | -2% | -6% | 12% | -1%
Cc1cccc(C)c1NC(=O)CN(C)C(=O)CSCc1c(C)noc1C | -24% | 3% | -3% | 13% | 5% | -1% | -5% | -4%
COc1ccc(-c2ccc3c(c2)[C@@H]2C[C@H](N(C)C(=O)C(C)(C)C)[C@H]([C@H](C)O)C(=O)N2CC3)cc1 | i | -7% | 43% | 4% | -5% | 19% | -2% | -1%
O=C(OCc1nnc(-c2ccc(Cl)cc2)o1)c1ccncc1 | i | 3% | ? | -12% | 4% | 8% | -4% | 16%
Cc1nnc(N2C(=O)C(O)=C(C(=O)c3ccco3)C2c2ccc(F)cc2)s1 (centres undefined) | i | 0% | 32% | 22% | 3% | 1% | 5% | 2%
CCOc1ccc(NC(=O)Nc2cc(-c3ccccc3)sc2C(=O)OC)cc1 | -6% | -7% | -13% | 18% | 22% | 12% | -2% | -6%
CCOc1ccccc1Nc1ccnc2cc(Cl)ccc12 | i | -9% | 18% | -6% | -1% | 14% | 2% | 6%
COC(=O)Cc1ccc(NC(=O)c2ccc(NC(=O)c3ccco3)cc2)cc1 | i | -23% | -8% | 7% | -4% | 2% | -6% | -2%
Going on with the list.
SMILES | PTHR1 ag | EPAC1 antag | FUS yeast rescue | TDP-43 yeast inh | EPAC1 ag | EPAC2 ag | aSyn yeast inh | EPAC2 antagonist
COc1cccc(COC(=O)C2CC(=O)N(Cc3ccc(C)cc3)C2)c1OC (centres undefined) | -6% | -25% | 23% | 7% | -5% | 8% | -1% | -5%
O=C(NC(=S)NCC1COc2ccccc2O1)c1ccccc1 (centres undefined) | i | -31% | 17% | ? | 23% | 14% | 3% | -4%
CC(=O)Oc1ccc(C(=O)Nc2nccs2)cc1 | -38%[inhibitor] | -8% | -20% | 8% | -9% | 9% | 0% | -5%
CCC[N+](CC#Cc1ccccc1)(CCC)CC(=O)OC | i | -23% | -1% | -7% | 4% | 8% | 6% | 0%
COc1ccc(S(=O)(=O)N2CCCC(C(=O)NCc3cccnc3)C2)cc1 (centres undefined) | i | 13% | -21% | -8% | 6% | 2% | 1% | 3%
O=C(NC1CCN(C(=S)Nc2ccccc2)CC1)C1CCCCC1 | i | -2% | 34% | -21% | 1% | 11% | -12% | 6%
